Screening results as filed in PubChem.
BLM inh = blocks DNA unwinding by human BLM helicase; P54132; 350,000 compounds, 0.2% hits; recombinant BLM DNA unwinding, fluorescence dequenching; Potency, µM (doses to about 56.1 µM), without a hit: top-dose activity change, negative = inhibition, most hits filed as inhibitors;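 also: potency is read from the fitted curve at half-maximal effect; plate controls were vehicle for no effect and no enzyme for full effect; nearly all actives have a fitted effect of over 35% in size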
POLK inh = blocks human DNA polymerase kappa activity; purified Pol kappa, fluorescent DNA synthesis assay, 10 min; AID 588579; Potency, µM (highest dose often 107 µM), for the others: at the highest dose activity, negative = inhibition, most hits filed as inhibitors; 400,000 compounds, 0.53% hits; Q9UBT6; also: potency is read from the fitted curve at half-maximal effect; % is scaled to controls: 0 for no effect and ±100 for the full control effect
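10 nM Pol kappa was preincubated with compounds for 15 min at room temperature. Reaction started with 50 nM (final) substrate. Fluorescence read kinetically at 0 and 10 min.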
TRHR ag = TRH receptor (human) agonism. P34981. TRHR cells, calcium flux fluo-8, FDSS agonist mode. activation, % at 2 µM. 360,000 compounds, 0.18% hits. AID 493084; in the data active = activation above about 30%; also: 0% is about no effect
Target sequence (P34981 whole entry, looked up): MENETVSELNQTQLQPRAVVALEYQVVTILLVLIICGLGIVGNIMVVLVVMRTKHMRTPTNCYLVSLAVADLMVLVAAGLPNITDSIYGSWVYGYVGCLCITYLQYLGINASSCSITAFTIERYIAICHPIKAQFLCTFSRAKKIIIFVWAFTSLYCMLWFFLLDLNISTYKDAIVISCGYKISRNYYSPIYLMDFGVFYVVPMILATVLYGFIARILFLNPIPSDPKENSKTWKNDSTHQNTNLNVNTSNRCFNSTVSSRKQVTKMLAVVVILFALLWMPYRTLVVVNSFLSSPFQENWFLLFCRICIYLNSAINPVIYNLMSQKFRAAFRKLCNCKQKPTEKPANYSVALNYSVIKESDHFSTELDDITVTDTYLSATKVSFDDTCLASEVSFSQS
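Fluo-8-loaded TRHR cells; 10 s baseline, compound added, kinetic Ca2+ fluorescence read 1/s, agonist mode.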
ERG Ets-DNA blk = blocks human ERG Ets domain binding to DNA; fluorescence polarization, His-ERG Ets domain / labelled DNA; Potency, µM (top dose mostly 76.9 µM), inactives show at the highest dose FP activity, negative = inhibition, actives largely listed as inhibitors; 370,000 compounds, 0.028% hits; active = well fitted inhibition curve with a large enough effect in the polarisation, with a control signal flat; inconclusive = small, poorly fitted or top-dose-only effect, or effect the other way, or a change in a side signal; inactive = no such curve, though single readings can be large or run the other way; the % refers to the polarisation;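 also: polarization taken with two DNA probes labelled with fluorescein and Texas red; potency is read from the fitted curve at half-maximal effect; % of control where 0% means no effect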
Target sequence (P11308 whole entry, looked up, the tested form may be a part): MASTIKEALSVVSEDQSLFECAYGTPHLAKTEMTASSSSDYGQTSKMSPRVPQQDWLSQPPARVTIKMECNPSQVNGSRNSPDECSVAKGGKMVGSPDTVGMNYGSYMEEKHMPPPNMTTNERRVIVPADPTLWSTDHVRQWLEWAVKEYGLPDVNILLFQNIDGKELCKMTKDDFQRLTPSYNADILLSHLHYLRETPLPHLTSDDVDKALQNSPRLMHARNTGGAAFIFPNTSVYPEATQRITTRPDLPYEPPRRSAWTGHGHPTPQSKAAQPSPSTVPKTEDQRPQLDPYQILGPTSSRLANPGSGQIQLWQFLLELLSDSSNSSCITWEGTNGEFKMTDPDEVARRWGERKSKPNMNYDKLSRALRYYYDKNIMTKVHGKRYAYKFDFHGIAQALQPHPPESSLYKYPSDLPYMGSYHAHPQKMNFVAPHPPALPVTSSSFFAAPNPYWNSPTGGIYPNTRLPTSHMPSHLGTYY
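His-tagged ERG Ets domain (1 uM in the protein solution; 300mM KCl, 50mM Tris-HCl, 1mM EDTA, 1mM DTT, pH 7.5) received compound, then a probe mix of 5 nM fluorescein-DNA and 100nM Texas-615-DNA. Fluorescence polarization was read for both dyes.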
ALOX12 inh = inhibitors of human 12S-lipoxygenase ALOX12; P18054; purified 12hLO, xylenol orange hydroperoxide absorbance; Potency, µM (series often up to 108 µM), inactives show at the highest dose activity change, negative = inhibition, actives largely listed as inhibitors; 580,000 compounds, 1.1% hits; also: potency is read from the fitted curve at half-maximal effect; % is scaled to controls: 0 for no effect and ±100 for the full control effect
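Purified human 12hLO (150 nM final) in 25 mM Hepes, 0.01% Triton X-100, pH 7.0 was preincubated 15 min at room temperature with compound. Then 40 uM arachidonic acid was added, 30 min. Hydroperoxide was read by Fe-XO absorbance ratio 573/405 nm.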
APE1 inh = APE1 (human) endonuclease inhibition; P27695; recombinant APE1, TAMRA/BHQ-2 abasic DNA cleavage fluorescence; Potency, µM (doses to about 65.8 µM), for the others: top-dose activity change, negative = inhibition, most hits filed as inhibitors; 350,000 compounds, 0.35% hits; AID 2517;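 also: potency is read from the fitted curve at half-maximal effect; plate controls were vehicle for no effect and reference inhibitor for full effect; nearly all actives have a fitted effect of over 55% in size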
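0.75 nM APE1 + cpd, 15 min RT; start w/ 50 nM TAMRA/BHQ-2 THF-abasic dsDNA; kinetic fluor 525/598 nm ×3 reads @60 s; Δ(read3−read1); normalized to DMSO and NSC13755 control wells.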
POLI inh = DNA polymerase iota (human) inhibition; Q9UNA4; Pol iota fluorescent replication assay, 10 min; Potency, µM (top dose mostly 115 µM), for inactives: at the top dose activity, negative = inhibition, hits mostly inhibitors; 390,000 compounds, 1% hits; also: potency is read from the fitted curve at half-maximal effect
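Pol iota at 10 nM preincubated 15 min with compounds at room temperature; reaction started with fluorescent substrate, 50 nM final. Fluorescence read kinetically at 0 and 10 min; buffer-only wells as negative control.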
POLB inh = DNA polymerase beta (human) inhibition; AID 485314; Potency, µM (series often up to 114 µM), for inactives: at the highest dose activity change, negative = inhibition, usual class: inhibitors; 340,000 compounds, 1.3% hits; Pol beta primer extension/strand displacement, fluorescence kinetic; also: potency is read from the fitted curve at half-maximal effect; % is scaled to controls: 0 for no effect and ±100 for the full control effect
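Curves were derived by four-parameter Hill fits of normalized qHTS data. The kinetic fluorescent primer-extension read was taken at 0 and 10 min after 50 nM substrate, following a 15 min room-temperature preincubation of 10 nM enzyme with compounds.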
Anesthetic bind = binds horse apoferritin like a general anesthetic; Potency, µM (doses to about 77.5 µM), inactives show at the highest dose activity change, negative = displacement, most hits filed as inhibitors; 350,000 compounds, 0.074% hits; apoferritin/1-aminoanthracene competitive binding, fluorescence; P02791; AID 485281; also: potency is read from the fitted curve at half-maximal effect; % is scaled to controls: 0 for no effect and ±100 for the full control effect; nearly all actives have a fitted effect of over 20% in size
Target sequence (P02791 2-175 limits assumed): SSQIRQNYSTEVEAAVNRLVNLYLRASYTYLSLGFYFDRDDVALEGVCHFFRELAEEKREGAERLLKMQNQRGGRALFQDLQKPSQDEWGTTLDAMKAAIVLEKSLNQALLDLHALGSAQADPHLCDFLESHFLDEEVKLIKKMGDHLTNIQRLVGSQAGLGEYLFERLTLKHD
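Horse-spleen apoferritin (10 uM) in 50% saturated 1-aminoanthracene in PBS was incubated 10 min at room temperature with compound. Fluorescence (ex 380, em 535 nm) was normalized to free and bound 1-AMA, with concentration-response fitted by a four-parameter Hill equation.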
Numbers without * were called inactive; ? = inconclusive; . = not tested or not shown; [ ] = another dose, or the depositor's remark. Unless noted, calls follow the shape of the dose curve; as a rule, active = well fitted curve in the direction sought with a large enough effect; inconclusive = small, poorly fitted or top-dose-only effect, or another doubt; inactive = no such curve, though single readings can be large; an effect the other way counts as inactive or inconclusive. Not all compounds are listed (hit frequency here may not be typical).

(1) Cc1ccccc1NC(=S)Nc1ccc2[nH]c(=O)[nH]c2c1
(2) COc1ccc(/C=N/NC2=NS(=O)(=O)c3ccccc32)cc1
(3) O=[N+]([O-])c1ccc(N2CCN(CCO)CC2)cc1NCc1ccco1
(4) COc1ccc(S(=O)(=O)N2CCCC(C(=O)N3CCOCC3)C2)cc1C (stereo not drawn)
(5) CCCN(C(=O)c1cn(C)c(=O)c2cc(OC)c(OC)cc12)c1ccc(CC)cc1
(6) COc1ccc(C(=O)C2CCN(C(=O)c3ccc(OC)cc3)CC2)cc1
(7) O=C(O)CSc1nnc(C2CC2)n1-c1ccccc1
(8) C=CCO/N=C/C1C(=O)CC(C)(C)CC1=O

Assay by compound,1,2,3,4,5,6,7,8
BLM inh,-5%,-4%,4%,0%,1%,-2%,-1%,0%
POLK inh,-16%,-5%,2%,-7%,-18%[60.1 µM],1%,0%,4%
TRHR ag,0.1,-1.4,0.2,0.1,-0.1,-0.5,0.3,0.1
ERG Ets-DNA blk,3%,-2%,-4%,-8%,-1%,1%,6%,-4%
ALOX12 inh,?,20%,-11%,87%[activator],-21%,-13%,0%,-4%
APE1 inh,3%,-9%,-4%,-6%,.,0%,0%,22%
POLI inh,64%[activator],30%[activator],18%,0%,-16%,116%[activator],22%,-3%
POLB inh,-22%,20%,-8%,-1%,-3%,?,-3%,46%
Anesthetic bind,1%,5%,5%,-1%,-8%,6%,8%,2%

(9) CCN(Cc1cnn(C)c1)C(=O)CC1C(=O)NCCN1Cc1cccc(OC)c1OC (stereo not drawn)
(10) Cn1c(=O)cc(SCC(=O)N2CCOCC2)c2ccc(Cl)cc21
(11) CCCCn1c(C(C)NC(=O)c2cccs2)nc2ccccc21 (stereo not drawn)
(12) COc1cc2cc(CN(Cc3cccnc3)C(=O)Nc3ccccc3)c(=O)[nH]c2cc1OC
(13) Cc1cc(Nc2ccccc2Cl)n2nc(-c3ccco3)nc2n1
(14) O=C(NC1CCCCC1)C(c1ccncc1)N(C(=O)c1csnn1)c1ccccc1 (stereo not drawn)
(15) Cc1ccc(N2CCOCC2)c2c1C(=O)c1ccccc1C2=O
(16) c1ccc2c(c1)nc(N1CCOCC1)c1nnnn12

Assay by compound,9,10,11,12,13,14,15,16
BLM inh,-2%,1%,-3%,3%,1%,0%,-28%,1%
POLK inh,-12%,-7%,-7%,2%,0%[60.1 µM],-2%,-16%,?
TRHR ag,0.3,0.4,0.4,0.3,-0.8,-1.1,-0.7,-0.4
ERG Ets-DNA blk,-3%,1%,-9%,-6%,-6%,13%,-3%,-4%
ALOX12 inh,-8%,0%,-2%,6%,11%,9%,-6%,5%
APE1 inh,6%,5%,-7%,7%,.,-10%,-6%,17%
POLI inh,53%[activator],12%,-3%,87%[activator],14%,14%,26%,12%
POLB inh,25%,-14%,3%,?,6%,40%,8%,-1%
Anesthetic bind,-4%,-5%,0%,-6%,-18%,-4%,?,3%

(17) CCCC1(CCC)NC(=O)N(CC(=O)Nc2ccccc2OC)C1=O
(18) Nc1ccc2nc[nH]c2c1
(19) O=C(NC1CCCC1)c1cc2c(ccc3ccccc32)o1
(20) CCCc1[nH]nc2c1C(c1ccc(O)cc1OCC)C(C#N)=C(N)O2 (stereo not drawn)
(21) COCCNC(=S)NC1CC2CCCC(C1)N2Cc1ccco1 (stereo not drawn)
(22) CCCS(=O)(=O)N1CCN(Cc2ccccc2OCC)CC1
(23) O=C(CSc1nc2ccccc2c(=O)n1Cc1ccco1)N1CCCC1
(24) O=C(Nc1ccon1)c1ccc(OC2CCCC2)cc1

Assay by compound,17,18,19,20,21,22,23,24
BLM inh,1%,-10%,-1%,-1%,3%,-3%,5%,1%
POLK inh,5%,?,-3%,-6%,-14%[60.1 µM],-9%,5%[60.1 µM],-19%
TRHR ag,-0.8,0.8,1.7,-0.5,-0.2,-0.5,0.3,-0.9
ERG Ets-DNA blk,1%,-3%,-1%,0%,.,-5%,0%,2%
ALOX12 inh,46%[activator],-1%,-3%,0%,13%,?,1%,2%
APE1 inh,4%,-11%,-3%,0%,-2%,-3%,13%,11%
POLI inh,-28%,?,24%,7%,-1%,7%,30%[activator],-2%
POLB inh,24%,18%,4%,-12%,15%,89µM*,46%,41%
Anesthetic bind,-11%,-1%,-17%,-4%,-7%,-8%,-2%,-18%

Random excerpt: three compounds from above, in no set order.
(23) O=C(CSc1nc2ccccc2c(=O)n1Cc1ccco1)N1CCCC1
(20) CCCc1[nH]nc2c1C(c1ccc(O)cc1OCC)C(C#N)=C(N)O2 (stereo not drawn)
(2) COc1ccc(/C=N/NC2=NS(=O)(=O)c3ccccc32)cc1

Assay by compound,23,20,2
BLM inh,5%,-1%,-4%
POLK inh,5%[60.1 µM],-6%,-5%
TRHR ag,0.3,-0.5,-1.4
ERG Ets-DNA blk,0%,0%,-2%
ALOX12 inh,1%,0%,20%
APE1 inh,13%,0%,-9%
POLI inh,30%[activator],7%,30%[activator]
POLB inh,46%,-12%,20%
Anesthetic bind,-2%,-4%,5%

The results go on.
(25) CCn1nc(C)c(CNC(=O)Nc2ccc3c(c2)OCO3)c1C
(26) CC(C)(C)NC(=O)c1ccc2nsnc2c1
(27) Cc1nc2ncnn2c(C)c1CCC(=O)NCc1ccc(Cl)cc1
(28) COc1cccc(OCc2cc(C(=O)NC(C)c3cnn(C)c3C)no2)c1 (stereo not drawn)
(29) CC(=O)c1ccc(OCC(O)CN2CCN(S(=O)(=O)c3c(C)cc(C)cc3C)CC2)cc1 (stereo not drawn)
(30) CC(CCC(C)OC(=O)c1ccccc1C(=O)O)OC(=O)c1ccccc1C(=O)O (stereo not drawn)
(31) COC(=O)C1CCN(c2cc(=O)n(Cc3ccc(F)cc3)c(=O)[nH]2)CC1
(32) COCCN(C(=S)Nc1cc(C)cc(C)c1)C(C)c1ccco1 (stereo not drawn)

Assay by compound,25,26,27,28,29,30,31,32
BLM inh,-1%,4%,-3%,1%,-2%,0%,-5%,-8%
POLK inh,-10%,-18%,2%,9%,-4%,2%,-22%,4%
TRHR ag,0.2,0.3,-0.1,0.1,0.7,0.8,0.4,-0.1
ERG Ets-DNA blk,-8%,5%,?,-4%,5%,-1%,.,6%
ALOX12 inh,54%[activator],-9%,0%,6%,?,2%,-5%,-1%
APE1 inh,27%,16%,.,-5%,4%,31%,0%,-1%
POLI inh,189%[activator],5%,-6%,-16%,141%[activator],117%[activator],6%,-17%
POLB inh,38%,8%,18%,31%,3%,2%,-1%,25%
Anesthetic bind,-3%,-1%,4%,-10%,-6%,1%,-1%,-16%

(33) O=c1ccc2cc(S(=O)(=O)Nc3ccc(Br)cc3)ccc2o1
(34) COc1cc(/C=N/NC(=O)c2ccncc2)ccc1OCCN1CCCCC1
(35) COc1cccc(CNC(=O)CN2C(=O)CCn3nc(-c4cn(C)c5ccccc45)cc32)c1OC
(36) COC(=O)c1c(C)[nH]c(C(=O)CSc2ncnc3sc(-c4ccccc4)cc23)c1C
(37) O=C(c1ccc(Oc2ccc([N+](=O)[O-])cc2)cc1)N1CCCCCC1
(38) O=c1c(S(=O)(=O)c2ccccc2)cn(Cc2ccc(F)cc2)c2cc(N3CCCC3)c(F)cc12
(39) Cc1cc(C)cc(OC(=O)CCN2C(=O)c3ccccc3C2=O)c1
(40) COc1ccccc1N1CCN(S(=O)(=O)CCNC(=O)C2CCCCC2)CC1

Assay by compound,33,34,35,36,37,38,39,40
BLM inh,-7%,2%,-1%,3%,-3%,-1%,0%,.
POLK inh,0%,?,-11%[60.1 µM],-12%,-7%,3%,-8%,-9%
TRHR ag,1.0,-0.2,0.0,-1.5,0.0,-0.5,-0.4,-0.2
ERG Ets-DNA blk,2%,-1%,-5%,-5%,0%,1%,0%,5%
ALOX12 inh,0%,19%,-15%,-6%,9%,2%,-21%,1%
APE1 inh,9%,9%,.,?,14%,.,-1%,4%
POLI inh,133%[activator],?,-9%,11%,-16%,12%,29%,11%
POLB inh,29%,?,-1%,36%,?,21%,-23%,.
Anesthetic bind,-13%,0%,-11%,-4%,?,5%,-4%,.

(41) COc1cc(/C=N/NC(=O)c2cccnc2)ccc1OS(=O)(=O)c1ccc(C)cc1
(42) C/C(CC(=O)NC1CCCCC1)=N\NC(=O)Cc1ccc(-c2ccccc2)cc1
(43) CC(=O)N1c2ccc(S(=O)(=O)N3CCCCC3)cc2CC1C(=O)NCc1ccccc1C (stereo not drawn)
(44) O=c1[nH]c(CN2CCCCC2)nc2ccccc12
(45) COc1ccc(N2CCN(C(=O)COC(=O)c3ccco3)CC2)cc1
(46) C#CCCOC(=O)N1C2=NC(C(=O)OC)=C(C(=O)OC)[C@@H]3N(C)c4ccc(OC)cc4[C@]23C[C@H]1C(=O)OC
(47) Cc1cc(C)c(NC(=O)CS(=O)CC(=O)Nc2cccnc2)c(C)c1 (stereo not drawn)
(48) Cc1ccc(-n2nnnc2CNC(=O)c2ccccc2)cc1C
(49) CC1CC(=O)NN=C1c1cccs1 (stereo not drawn)

Assay by compound,41,42,43,44,45,46,47,48,49
BLM inh,4%,0%,0%,-1%,-1%,1%[12.4 µM],1%,-1%,0%
POLK inh,-9%,-5%,11%,-12%,-15%,-6%,8%,-4%[60.1 µM],-14%
TRHR ag,0.3,-0.8,-0.5,-0.2,0.1,.,0.8,-0.4,0.3
ERG Ets-DNA blk,4%,-5%,10%,-7%,-4%,3%,7%,2%,-11%
ALOX12 inh,2%,-1%,0%,?,?,?,0%,-7%,0%
APE1 inh,4%,5%,48%[activator],-1%,-7%,-3%[12.4 µM],-2%,.,5%
POLI inh,46%[activator],105%[activator],25%,22%,1%,-16%,-1%,26%,6%
POLB inh,37%,19%,2%,2%,29%,.,-9%,0%,1%
Anesthetic bind,-11%,?,-16%,-13%,-1%,.,-14%,4%,-6%
